Screening data from PubChem.
POLB inh: blocks human DNA polymerase beta activity | Pol beta primer extension/strand displacement, fluorescence kinetic | Potency, µM (highest dose often 114 µM), inactives show at the highest dose activity change, negative = inhibition, most hits filed as inhibitors | actives 1.3% (n = 340,000) | AID 485314; also: % is scaled to controls: 0 for no effect and ±100 for the full control effect
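Pol beta (10 nM) and compounds were preincubated 15 min at room temperature, then 50 nM substrate (final) started primer extension/strand displacement. Reads were taken at 0 and 10 min; concentration-response data were fitted to a four-parameter Hill equation.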
JMJD2A Tudor: inhibitors of human JMJD2A Tudor domain; O75164; AlphaScreen JMJD2A-Tudor / H3K4me3 peptide binding; Potency, µM (top dose mostly 114 µM), without a hit: at the top dose activity change, negative = inhibition, actives largely listed as inhibitors; actives 4.4% (n = 390,000); AID 504339; also: % is scaled to controls: 0 for no effect and ±100 for the full control effect; nearly all actives have a fitted effect of over 50% in size
Target sequence (O75164 whole entry, looked up, the tested form may be a part): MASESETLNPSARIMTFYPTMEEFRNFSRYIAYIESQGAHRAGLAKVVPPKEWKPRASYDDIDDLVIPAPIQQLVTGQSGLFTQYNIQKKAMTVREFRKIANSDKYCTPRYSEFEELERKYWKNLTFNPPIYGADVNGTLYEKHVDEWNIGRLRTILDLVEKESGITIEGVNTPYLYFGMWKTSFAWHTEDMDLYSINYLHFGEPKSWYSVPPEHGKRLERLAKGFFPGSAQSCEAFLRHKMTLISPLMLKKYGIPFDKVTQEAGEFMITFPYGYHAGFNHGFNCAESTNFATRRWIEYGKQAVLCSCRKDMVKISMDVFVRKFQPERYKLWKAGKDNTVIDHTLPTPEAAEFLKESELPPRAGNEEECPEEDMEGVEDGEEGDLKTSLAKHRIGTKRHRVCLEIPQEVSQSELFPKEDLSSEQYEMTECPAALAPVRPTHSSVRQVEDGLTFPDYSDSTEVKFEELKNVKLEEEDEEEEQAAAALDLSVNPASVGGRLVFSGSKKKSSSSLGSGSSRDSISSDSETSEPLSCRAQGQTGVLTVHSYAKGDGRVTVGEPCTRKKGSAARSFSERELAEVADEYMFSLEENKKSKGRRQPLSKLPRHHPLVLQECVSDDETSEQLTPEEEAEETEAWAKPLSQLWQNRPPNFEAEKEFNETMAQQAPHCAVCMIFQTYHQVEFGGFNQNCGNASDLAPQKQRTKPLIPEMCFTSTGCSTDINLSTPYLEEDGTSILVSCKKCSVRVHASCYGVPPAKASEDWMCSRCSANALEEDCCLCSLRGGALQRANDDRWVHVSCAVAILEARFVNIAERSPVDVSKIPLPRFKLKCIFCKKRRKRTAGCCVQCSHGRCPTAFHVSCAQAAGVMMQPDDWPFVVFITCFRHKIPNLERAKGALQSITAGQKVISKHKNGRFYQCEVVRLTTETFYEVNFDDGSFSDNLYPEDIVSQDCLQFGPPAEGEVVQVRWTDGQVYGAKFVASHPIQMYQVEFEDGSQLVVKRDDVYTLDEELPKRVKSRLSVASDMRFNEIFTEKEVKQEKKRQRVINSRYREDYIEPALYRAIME
BAZ2B inh: BAZ2B (human) inhibition; Q9UIF8; AlphaScreen BAZ2B-H3K14Ac peptide displacement; actives 4.4% (n = 360,000); Potency, µM (doses to about 114 µM), for the others: at the highest dose activity change, negative = inhibition, usual class: inhibitors; AID 504333; also: % is scaled to controls: 0 for no effect and ±100 for the full control effect; nearly all actives have a fitted effect of over 60% in size
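BAZ2B 50 nM plus b-H3(5-23)K14Ac 50 nM, PBS pH 7.4/0.01% Tween-20, 30 min RT; compound added (max 110 uM), 30 min RT; streptavidin donor/Ni-chelate acceptor beads 10 ug/mL final, 20 min dark; AlphaScreen read.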
BLM inh: inhibitors of human Bloom syndrome helicase BLM | recombinant BLM DNA unwinding, fluorescence dequenching | Potency, µM (titrated, usually from 56.1 µM), without a hit: at the top dose activity change, negative = inhibition, actives largely listed as inhibitors | actives 0.2% (n = 350,000) | AID 2528;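 also: plate controls were vehicle for no effect and no enzyme for full effect; nearly all actives have a fitted effect of over 35% in size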
POLI inh: blocks human DNA polymerase iota activity; Pol iota fluorescent replication assay, 10 min; actives 1% (n = 390,000); Q9UNA4; Potency, µM (series often up to 115 µM), for the others: top-dose activity, negative = inhibition, usual class: inhibitors
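Pol iota at 10 nM preincubated 15 min with compounds at room temperature; reaction started with fluorescent substrate, 50 nM final. Fluorescence read kinetically at 0 and 10 min; buffer-only wells as negative control.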
Pol kappa inh: DNA polymerase kappa (human) inhibition; actives 0.53% (n = 400,000); Q9UBT6; Potency, µM (doses to about 107 µM), inactives show at the highest dose activity, negative = inhibition, usual class: inhibitors; purified Pol kappa, fluorescent DNA synthesis assay, 10 min; also: % is scaled to controls: 0 for no effect and ±100 for the full control effect
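10 nM Pol kappa was preincubated with compounds for 15 min at room temperature. Reaction started with 50 nM (final) substrate. Fluorescence read kinetically at 0 and 10 min.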
APEX1 inh: blocks human APE1 abasic DNA cleavage; recombinant APE1, TAMRA/BHQ-2 abasic DNA cleavage fluorescence; Potency, µM (series often up to 65.8 µM), without a hit: at the top dose activity change, negative = inhibition, usual class: inhibitors; actives 0.35% (n = 350,000); AID 2517;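 also: plate controls were vehicle for no effect and reference inhibitor for full effect; nearly all actives have a fitted effect of over 55% in size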
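Readout is kinetic fluorescence (ex 525, em 598 nm) from cleavage of 50 nM TAMRA/BHQ-2 THF abasic duplex by 0.75 nM APE1, compound added 15 min beforehand at RT.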
G9a inh: G9a (human) methyltransferase inhibition. Q96KQ7. G9a H3K9 monomethylation, AlphaScreen, 2 h. Potency, µM (titrated, usually from 102 µM), without a hit: at the highest dose activity, negative = inhibition, hits mostly inhibitors. actives 8.8% (n = 350,000); also: % is scaled to controls: 0 for no effect and ±100 for the full control effect; nearly all actives have a fitted effect of over 75% in size
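Methyltransferase reactions run at room temperature for 2 h (20 nM enzyme, 500 nM biotin-H3K9 peptide, 20 uM SAM) after a 15 min compound preincubation; product detected by AlphaScreen beads and anti-H3K9me1 antibody.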
Pol eta inh: blocks human DNA polymerase eta activity | actives 1.2% (n = 390,000) | AID 588591 | recombinant Pol eta, fluorescent DNA replication assay | Potency, µM (doses to about 114 µM), for inactives: at the top dose activity change, negative = inhibition, hits mostly inhibitors | Q9Y253; also: % is scaled to controls: 0 for no effect and ±100 for the full control effect
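Fluorescent replication assay: 50 nM final substrate added after a 15 min room-temperature compound preincubation with 10 nM enzyme. Signal taken at 0 min and again at 10 min.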
Numbers without * were called inactive; u = inconclusive; x = not tested or not shown; & = joins results of further samples; [ ] = remark or other dose. Calls follow the shape of the dose curve; as a rule, active = well fitted curve in the direction sought with a large enough effect; inconclusive = small, poorly fitted or top-dose-only effect, or another doubt; inactive = no such curve, though single readings can be large; an effect the other way counts as inactive or inconclusive. Potency is read from the fitted curve at half-maximal effect.

Values in the order – POLB inh	JMJD2A Tudor	BAZ2B inh	BLM inh	POLI inh	Pol kappa inh	APEX1 inh	G9a inh	Pol eta inh
CC(OC(=O)CCc1nc2ccccc2[nH]c1=O)C(=O)c1ccccc1 (stereo not given)
    5.6%	4.5%	10.9%	-4.0%	12.5%	-6.5%	2.9%	79.4µM*	-4.4%
Cc1cccc(NC(=O)c2ccc(S(=O)(=O)N3CCN(C)CC3)cc2)c1C
    27.9%	8.0%	-0.1%	-5.3%	123.4%[activator]	0.2%	30.5%	16.6%	-7.9%
O=c1c2cc(-c3ccccc3)sc2ncn1-n1cccc1
    0.7%	-17.6%[11.4 µM]	1.3%	-0.9%	u	2.8%	-1.7%	-2.2%[59 µM]	0.0%
CCCC(=O)Nc1sc2c(c1C#N)CCCC2
    u	-7.4%	7.6%	-10.3%	5.2%	-2.7%	-4.9%	20.6%[59 µM]	-10.1%
Cc1cccc(OCC(=O)Nc2nc(-c3ccncc3)cs2)c1
    x	-7.2%	7.7%	x	9.6%	-8.9%	31.0%	-18.8%[12.7 µM]	-14.3%
Cc1c(CCO)c(=O)n(C)n1C(=O)c1ccc(F)cc1
    -16.3%	-16.2%	-24.3%	0.4%	14.8%	-6.4%	-2.7%	25.8%	5.5%
CCOC(=O)CC(=O)CSc1nc2c(sc(=S)n2-c2ccc(OCC)cc2)c(=O)[nH]1
    -10.1%	-13.2%	u	-1.9%	105.7%[activator]	-8.0%	15.6%	-13.4%	-1.7%
CCCc1[nH]nc2c1C(c1ccc(OC)c(Cn3nc(C)c(Br)c3C)c1)C(C#N)=C(N)O2 (stereo not given)
    0.9%	-21.3%[57.1 µM]	u	-14.2%	6.2%	-15.9%	-2.7%	-37.1%[59 µM]	-23.8%
CCC(=O)N1CCc2cc(-c3csc(NC(=O)c4ccco4)n3)ccc21
    1.6%	-10.7%	u	-5.0%	35.9%[activator]	6.1%	0.0%	-0.2%	-1.4%
COc1ccc(/C=C/C(=O)OCC(=O)Nc2cccc(Oc3ccccc3)c2)c(OC)c1
    10.3%	-20.2%	0.4%	-7.6%	-7.6%	2.4%	-2.5%	-5.8%	-15.4%
O=C(O)CCN1C(=O)/C(=C2\C(=O)N(Cc3ccc(F)cc3)c3ccccc32)SC1=S
    44.0%	25.1µM*	2.51µM*	-7.6%	6.6%	-1.7%	-29.5%	15.8µM*	2.8%
O=C(CSc1nnc(COc2ccccc2)o1)N1CCOCC1
    -18.2%	-7.0%	3.8%	-1.7%	-3.7%	12.8%	-1.0%	-27.5%	-6.9%
COC(=O)CCS(=O)(=O)c1ccc(NC(C)=O)cc1
    9.9%	-8.4%	-4.7%	-7.4%	-51.5%	-2.4%	1.1%	-45.5%	0.1%
O=C(NC1CCCC1)c1cc(-c2ccc(F)cc2)on1
    0.1%	-9.3%	4.2%	-3.4%	43.4%[activator]	-0.8%	9.8%[12.4 µM]	-9.4%[59 µM]	-16.8%
COc1ccc(NC(=O)CC(NCCc2ccccc2)C(=O)O)c(OC)c1 (stereo not given)
    -4.3%	4.47µM*	-29.8%	1.9%	1.5%	-17.6%	-0.1%	28.2µM*	0.8%
NCCNc1ccc(C(=O)N2c3ccccc3Sc3ccccc32)cc1[N+](=O)[O-]
    -1.5%	u	39.8µM*	2.7%	33.2%[activator]	-1.2%	2.3%	u	-15.7%
COc1cc(O)c(C(CC(=O)N2CCCCC2)c2cc(OC)c(OC)c(OC)c2)c(OC)c1 (stereo not given)
    -14.7%	0.0%&-9.2%	-15.3%	1.4%&0.2%	15.7%&4.2%	0.6%&12.8%	-2.3%&-6.4%	44.5%[59 µM]	-5.5%
CCC1CCCCN1Cc1nc2c(c(=O)n(C)c(=O)n2C)n1Cc1cccc2ccccc12 (stereo not given)
    -10.8%	-5.6%	8.0%	0.7%	6.7%	-0.1%	0.2%	-29.0%	-15.7%
C[C@]12CC[C@@H]3c4ccc(O)cc4[C@@H](O)C[C@H]3[C@@H]1CC[C@@H]2O
    17.8%	x	5.5%	-3.8%	x	x	-6.3%	13.7%	x
O=C(Nc1ccccn1)c1cc2cc([N+](=O)[O-])ccc2s1
    18.8%	0.0%	-11.6%	-6.6%	-11.1%	1.2%	1.3%	16.2%	-10.1%
CCN(C(=O)c1cccn(Cc2ccccc2C)c1=O)c1ccccc1
    2.0%	0.0%	3.3%	-1.0%	10.3%	-3.4%[60.1 µM]	x	7.4%[59 µM]	-2.9%
CCOc1ccc2nc(NC(=O)C3CCN(S(=O)(=O)c4cnc[nH]4)CC3)sc2c1
    34.3%	-27.1%	11.2%	-0.1%	8.5%	-11.2%	6.1%	-69.7%	-0.6%
O=C1/C(=C\c2ccc3ccccc3c2)CCCc2ccccc21
    0.9%	3.1%[57.1 µM]	9.9%	-12.8%	12.9%	-4.1%	8.7%	26.5%[59 µM]	-24.6%
CCN(CC)S(=O)(=O)c1ccc(C)c(NC(=O)COC(=O)C=C(C)C)c1
    1.4%	-1.4%	-1.9%	1.3%	-17.0%	1.9%	1.3%	7.3%	-2.5%
O=C(NCc1ccccc1)C1=C[C@H](c2coc3ccccc3c2=O)C[C@H](OCCCCO)O1
    -24.9%	-1.4%	-5.7%	-2.5%	-8.8%	3.5%	0.7%	x	-12.7%
Cc1cc2oc(=O)cc(-c3ccccc3)c2c(C)c1-c1ccc(F)c(Cl)c1
    x	1.4%	x	-3.2%[75.6 µM]	2.2%	18.4%	25.9%&8.4%	21.6%	-9.9%
Cc1ccc(-n2c(=O)[nH]c3c(oc4ccccc43)c2=O)cc1
    -0.8%	-12.3%	x	-0.6%	8.2%	-0.3%	-4.8%	-32.6%	-8.2%
COc1ccc(CCC(=O)NNC(=O)Nc2ccc(C(C)C)cc2)cc1
    12.1%	-9.7%	-1.0%	0.1%	26.9%	2.2%	-6.3%	x	10.6%
Cc1ccccc1CSc1nc2c(sc3ccccc32)c(=O)n1CCCOC(C)C
    -19.6%	38.3%[activator]	17.2%	-5.3%	0.4%	3.4%[60.1 µM]	x	-0.5%[59 µM]	-7.7%
Cc1ccc(-n2c(CSc3nc(C)cc(C)n3)n[nH]c2=S)cc1
    15.5%	25.1µM*	-0.6%	-2.6%	19.3%	5.2%	2.5%	3.98µM*	-22.3%

2 compounds from above, reduced to G9a inh and BLM inh:
molecule | G9a inh | BLM inh
O=C1/C(=C\c2ccc3ccccc3c2)CCCc2ccccc21 | 26.5%[59 µM] | -12.8%
CCN(CC)S(=O)(=O)c1ccc(C)c(NC(=O)COC(=O)C=C(C)C)c1 | 7.3% | 1.3%

Other structures follow.
Values in the order – POLB inh	JMJD2A Tudor	BAZ2B inh	BLM inh	POLI inh	Pol kappa inh	APEX1 inh	G9a inh	Pol eta inh
CCCCCc1cc(=O)oc2c(C(CCN3CCCC(C)C3)c3cc(OC)c(OC)c(OC)c3)c(OC)cc(OC)c12 (stereo not given)
    -11.6%	u	-30.0%	1.1%	14.4%	-4.6%	0.7%	u	-11.7%
NS(=O)(=O)c1ccc(CCNC(=O)C2Cc3ccccc3CN2C(=O)c2ccco2)cc1 (stereo not given)
    1.8%	-16.2%	6.4%	-2.7%	u	u	-4.7%	-0.5%	u
Cc1ccc(C(=O)Nc2ccc(Br)cc2)cc1S(=O)(=O)Nc1ccccn1
    4.7%	0.0%	-35.7%	0.0%	13.1%	-1.8%	3.0%	79.4µM*	-1.6%
CCOc1ccc(C(NC(=O)CC)c2c(O)ccc3ccccc23)cc1 (stereo not given)
    0.4%	-27.3%	-31.0%	-7.6%	-15.1%	-4.4%	-17.7%	u	-9.9%
CCN(CC)S(=O)(=O)c1ccc(N2CCOCC2)c(NC(=O)c2sccc2C)c1
    x	-5.5%	x	x	53.9%[activator]	-12.8%	-5.9%	x	-15.9%
CCn1cc2nc(SCc3ccc(C)cc3)n(CCc3ccccc3)c(=O)c2n1
    -16.3%	-20.5%	0.9%	-6.7%	-5.4%	-10.2%	x	-1.6%[59 µM]	-6.8%
O=C(Nc1ccc(N2CCCC2)cc1)c1cccc(Cl)c1
    1.6%	u	-4.2%	-0.9%	1.0%	-19.0%	10.1%	u	-5.6%
CC1=C(C(=O)OCc2ccccc2)C(c2ccc(C(C)(C)C)cc2)NC(=O)N1CCCCCC(=O)O (stereo not given)
    13.4%	-28.1%	50.1µM*	-11.0%&-1.4%	u	-21.9%	1.4%&-7.5%	44.7µM*	-4.7%
COc1cccc(C=Nc2cc(C(C)C)c(O)cc2C)c1O
    x	56.2µM*	x	x	u	-13.2%	x	x	-5.8%
COc1ccc([N+](=O)[O-])cc1NC1CCCCC1
    1.4%	21.6%	12.8%	-8.0%	3.3%	-7.8%	-2.9%	x	-18.7%
COCCC(=O)N1CCC(Oc2ccc(C(=O)NC3CCOC(C)(C)C3)cc2)CC1 (stereo not given)
    5.4%	-18.6%	-1.0%	-0.5%	40.6%[activator]	-4.6%	6.9%	-0.2%	0.2%
Cc1ccccc1C(=O)c1cccn1CC(=O)NCC1CCCO1 (stereo not given)
    5.5%	-15.9%	7.9%	3.9%	6.7%	6.3%	-8.2%	44.7µM*	5.7%
OCC[C@H]1C[C@@H](O)[C@H](O)[C@]2(CCc3ccccc3O2)O1
    x	-9.0%	-4.9%	x	4.1%	9.0%	-1.0%	-4.0%[2.33 µM]	-17.3%
COc1ccc2cc(CO)c3cc(OC)c(OC)cc3c2c1
    x	-17.4%	x	x	20.3%	9.1%	8.6%	x	-7.4%
O=C(COC(=O)c1cccc(Br)c1)NCCc1ccccc1
    -2.2%	-2.7%	4.0%	-0.7%	19.2%	-6.5%[60.1 µM]	2.9%	46.4%[59 µM]	-14.4%

Some of the compounds tested; count on the stated rates, not on these rows.
